Screening data deposited in PubChem by Southern Research Specialized Biocontainment Screening Center.
VEEV TC-83 Vero: inhibitors of VEEV TC-83 cytopathic effect, confirmation, Vero cells (AID 588727); inhibition, % at 20 µM; hits with a dose series show IC50 in µM; 0.13% of 350,000 active; Vero cells, VEEV TC-83 cytopathic effect inhibition; higher % means a stronger effect; in the data active means a potency from the dose series; inconclusive means inhibition mostly from about 14% at the one dose, without a potency; inactive means the rest, 99 in 100 with inhibition below about 12%; further: strong numbers were not always called active
influenza NS1A: H1N1 influenza NS1A inhibitors, functional cell based assay (AID 504329); NS1A functional cell-based assay, percent inhibition; higher % means a stronger effect; inhibition, % at 12.5 µM, or IC50 in µM where a hit was titrated; 0.3% of 340,000 active; in the data active means a potency from the dose series; inconclusive means inhibition above about 27% without an active follow-up result; further: strong numbers were not always called active
PhoP GFP inhibition: Inhibition of PhoP regulon, Salmonella typhi GFP reporter cells, confirmation, 4 h (AID 1850) | Salmonella Typhi PhoP-promoter GFP reporter, fluorescence, 4 h; higher % means a stronger effect | inhibition, % at 50 µM; hits with a dose series show IC50 in µM | 0.33% of 310,000 active; in the data active means a potency from the dose series; inconclusive means inhibition mostly from about 25% at the one dose, without a potency; inactive means the rest, 99 in 100 with inhibition below about 19%;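 further: 0% = induced wells with vehicle and 100% = uninduced wells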
M. tuberculosis: growth inhibition of non-replicating M. tuberculosis (AID 488890) | Mycobacterium tuberculosis non-replicating, growth inhibition; higher % means a stronger effect | inhibition, % at 25 µM, or IC50 in µM where a hit was titrated | 0.39% of 320,000 active; in the data active means a potency from the dose series; inconclusive means inhibition mostly from about 82% at the one dose, without a potency; inactive means the rest, 99 in 100 with inhibition below about 76%;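 further: plate controls were DMSO cells for no effect and high antibiotic wells for full effect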
H37Rv inhibition: M. tuberculosis growth inhibition, HTS (AID 449762); M. tuberculosis H37Rv growth inhibition, 7H9 media; higher % means a stronger effect; one-dose inhibition, % at 25 µM; IC50 in µM for titrated hits; 0.59% of 330,000 active; in the data active means a potency from the dose series; inconclusive means inhibition above about 70% without an active follow-up result;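 further: bacterial growth assessed after seven days of incubation; strong numbers were not always called active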
VEEV TC-83 Vero 10K pilot screen: recorded beside VEEV TC-83 Vero, whose call it bears; inhibition, %; measured here: 10K pilot screen inhibition
The depositor's hits bear a star; i = inactive; ? = inconclusive; nt = not tested or not shown.

SMILES | VEEV TC-83 Vero | influenza NS1A | PhoP GFP inhibition | M. tuberculosis | H37Rv inhibition | others
CN(C)CCN(C(=O)C1=COCCO1)c1nc2ccc(Cl)cc2s1 | i | 19.1% | 135µM* | 8.2% | -2.5%
COc1ccc(CNC(=O)c2cc(-c3cccs3)on2)cc1 | i | 5.7% | -2.7% | 1.6% | 1.3%
Cc1cc(C)cc(N(CC(=O)Nc2cc(C)ccc2C)S(=O)(=O)c2c(C)[nH]c(=O)[nH]c2=O)c1 | i | 3.0% | 2.9% | 22.7% | 0.4%
N#Cc1ccc(CSc2nnc(NC(=O)c3ccc4ncsc4c3)s2)cc1 | 2.1% | -7.4% | -8.0% | 9.1% | 24.5% | VEEV TC-83 Vero 10K pilot screen=1.0
O=C(Nc1ccccc1C(=O)O)c1cccc(NC(=O)c2ccccc2Br)c1 | 1.1% | -5.5% | 8.5% | ? | -1.7%
CCCc1ncc(C(O)c2ccc(OC)cc2)n1C (stereo not drawn) | i | -2.2% | 3.9% | 14.9% | -0.7%
CCOC(=O)c1cc(-c2ccc(C#N)cc2)nc2c1c(C)nn2CCC#N | 2.5% | 0.8% | -8.1% | -8.5% | 2.8%
Cc1ccc(OCC(=O)Nc2cc(C(=O)O)cc(C(=O)O)c2)cc1C | i | -2.0% | 12.7% | -19.5% | -4.9%
CCc1cc2c(=O)n(Cc3ccco3)c(SCC(=O)NC3CCS(=O)(=O)C3)nc2s1 (stereo not drawn) | 2.1% | -9.3% | -0.2% | 22.3% | 4.8%
CCC(=O)N1CCc2cc(S(=O)(=O)NCCC(=O)Nc3ccccc3C)ccc21 | 0.4% | 13.4% | -5.4% | 2.7% | -2.2% | VEEV TC-83 Vero 10K pilot screen=0.1
COc1cc(C(=O)NS(=O)(=O)c2ccccc2C)ccc1Cc1cn(C)c2ccc(NC(=O)OC3CCCC3)cc12 | nt | nt | -20.2% | 21.7% | -3.7%
CCOc1ncccc1C(=O)NNC(=O)CSc1ccc(Cl)cc1 | 7.8% | -11.8% | nt | 22.3% | 3.3%
Nc1ccncc1 | 1.1% | 3.0% | 6.1% | 7.8% | 10.2%
CCOc1ccc(S(=O)(=O)N(CC)CC(=O)NCc2cccnc2)cc1C | i | 6.0% | 7.8% | -3.8% | 5.7%
COc1cc2c(cc1OC)CN(CC(=O)Nc1ccc(F)cc1)CC2 | i | 3.5% | -3.6% | 51.1% | -12.4%
COCC1CCCN(Cc2cn(-c3ccccc3F)nc2-c2cc(C)sc2C)C1 (stereo not drawn) | i | -8.7% | 7.1% | 54.8% | 60.7%
O=C(NCCc1ccccc1)C1CCN(S(=O)(=O)c2cccnc2)CC1 | 0.6% | -3.9% | nt | 13.2% | -15.0%
O=C(N/N=C/c1ccc(OC(=O)c2ccccc2Cl)cc1)c1ccc(O)cc1 | 11.3% | -1.7% | -0.5% | 53.4% | -2.1%
Cc1c(C(=O)N2CCCC2)oc2c1-c1[nH]ncc1CC2 | 0.7% | 5.0% | 1.1% | -11.3% | -10.7%
O=C(Nc1ccc2c(c1)CCC2)C1CCCO1 (stereo not drawn) | 1.5% | 1.4% | -3.0% | 17.1% | 48.6%
Cn1nc(-c2ccccc2)c(CSc2cccc(Cl)c2)c1Cl | ? | -18.8% | -7.3% | 1.9% | 10.3%
Cc1cc(C(F)(F)F)n(-c2ccc(N)cc2)n1 | 0.4% | 4.3% | -4.9% | 4.3% | 38.9%
COc1ccccc1N(CC(=O)Nc1ccc(C)cc1Cl)S(=O)(=O)c1cccs1 | 3.8% | 3.2% | nt | 12.0% | -5.4%
O=[N+]([O-])c1ccccc1S(=O)(=O)NC1CCCCCCC1 | i | 6.3% | 2.8% | -11.7% | -7.0%
CCCN(C(=O)Cn1ncc2c([nH]c3ccccc32)c1=O)c1ccccc1C | 4.0% | -5.2% | 9.5% | -7.7% | -2.5%
NC1=NN(c2cccc(C(=O)O)c2)C(=O)C1 | i | -5.5% | -6.1% | -15.9% | 4.0% | VEEV TC-83 Vero 10K pilot screen=1.7
Cc1cccc(N2CCN(S(=O)(=O)c3ccc(Cl)nc3)CC2C)c1 (stereo not drawn) | 0.1% | 3.1% | nt | 19.5% | 0.3%
Cc1nonc1NC(=O)CSc1nc(C23CC4CC(CC(C4)C2)C3)nc2ccccc12 | 1.6% | -3.5% | 7.7% | 13.1% | 6.6%
Nc1cccc2c1C(=O)N(c1ccccc1)C2=O | 1.6% | -10.3% | -15.9% | -1.4% | -3.0%
